Growth percent in the NCI-60 one-dose screen (48 h, 10 µM unless noted): 100 = growth as untreated, 0 = no growth, -100 = all killed.
NCI-H23 = NCI-H23 lung cancer. hit rate 4% among 80,000
NCI-H522 = NCI-H522 lung cancer; hit rate 8% among 78,000; AID 1794739
HCT-116 = HCT-116 colon cancer. hit rate 7.3% among 82,000. AID 1794798
COLO 205 = COLO 205 colon cancer; hit rate 7.3% among 79,000
NCI/ADR-RES = NCI/ADR-RES ovarian cells; hit rate 4.4% among 81,000; AID 1794790
HCT-15 = HCT-15 colon cancer; hit rate 5.2% among 82,000
NCI-H460 = NCI-H460 lung cancer; hit rate 6.8% among 82,000
NCI-H322M = NCI-H322M lung cancer | hit rate 2.7% among 80,000 | AID 1794733
NCI-H226 = NCI-H226 lung cancer | hit rate 3.5% among 79,000
Starred values were filed as active, the others as inactive; & = joins results of further samples. Rule for the calls: active = growth percent below 10; inactive = the rest. Compounds were not picked by outcome (roughly 13% active in at least one column).

COc1ccc(C2C=C(C)N=C3SC(C)=NN32)cc1OC (stereo not given) was read as NCI-H23 104, HCT-116 108, COLO 205 109, NCI/ADR-RES 108, HCT-15 106, NCI-H460 104, NCI-H322M 108 and NCI-H226 102.
O=C1CC(=O)Nc2cccc3cccc(c23)N1 was read as NCI-H23 90, NCI-H522 88, HCT-116 92, COLO 205 120, NCI/ADR-RES 90, HCT-15 106, NCI-H460 108 and NCI-H226 76.
For COc1cc(/C=C(\C#N)c2ccc([N+](=O)[O-])cc2)ccc1O the results were NCI-H23 94, NCI-H522 66, HCT-116 107, COLO 205 104, NCI/ADR-RES 115, HCT-15 95, NCI-H460 106, NCI-H322M 96 and NCI-H226 96.
Screening NNC(=O)CC1=NNC(=O)C1 returned NCI-H23 102, HCT-116 109, COLO 205 116, NCI/ADR-RES 105, HCT-15 105, NCI-H460 108, NCI-H322M 112 and NCI-H226 109.
For CC(C)Cc1ccc(C(=O)CCC(=O)NNc2ccc(S(N)(=O)=O)cc2)cc1 the results were NCI-H23 69, NCI-H522 61, HCT-116 73, COLO 205 112, NCI/ADR-RES 97, HCT-15 93, NCI-H460 95, NCI-H322M 102 and NCI-H226 87.
Screening COC(=O)/C(Br)=C/c1c[nH]c2ccc(Br)cc12 returned NCI-H23 99, NCI-H522 64, HCT-116 69, COLO 205 96, NCI/ADR-RES 80, HCT-15 77, NCI-H460 112, NCI-H322M 100 and NCI-H226 91.
`CCOC(=O)c1ccc(NC(=O)C(F)(F)F)cc1` gave NCI-H23 112, NCI-H522 82, HCT-116 94, COLO 205 106, NCI/ADR-RES 101, HCT-15 96 and NCI-H460 108.
`CCOC(=O)c1ccc(NC(=S)NC(=O)c2ccc(Cl)c(Cl)c2)cc1` gave NCI-H23 86, NCI-H522 73, HCT-116 93, COLO 205 113, NCI/ADR-RES 98, HCT-15 91, NCI-H460 103, NCI-H322M 89 and NCI-H226 74.
`COc1cccc(N(CCO)CCO)c1OC` gave NCI-H23 99, NCI-H522 109, HCT-116 111, COLO 205 111, NCI/ADR-RES 105, HCT-15 112, NCI-H460 103, NCI-H322M 96 and NCI-H226 111.
`OCCN(CCO)c1ncnc2nc[nH]c12` gave NCI-H23 99, NCI-H522 92, HCT-116 101, COLO 205 104, NCI/ADR-RES 102, HCT-15 105, NCI-H460 107, NCI-H322M 107 and NCI-H226 98.
Screening CCOC(=O)CC1CSC(N/N=C/c2cc(OC)c(OC)c(OC)c2)=N1 (stereo not given) returned NCI-H23 98, NCI-H522 91, HCT-116 94, COLO 205 119, NCI/ADR-RES 102, HCT-15 103, NCI-H460 105, NCI-H322M 99 and NCI-H226 94.
Screening CC(=O)N1CCC23C(=O)CC4C(=CCOC5CC(=O)N(c6ccccc62)C3C54)C1 (stereo not given) returned NCI-H23 104, NCI-H522 81, HCT-116 101, COLO 205 99, NCI/ADR-RES 114, HCT-15 104, NCI-H460 98, NCI-H322M 111 and NCI-H226 103.
Screening COC(=O)[C@]12CC[C@@H](C)[C@H](C)[C@@H]1C1=CC[C@@H]3[C@@]4(C)C(C=O)=C[C@@](C)(COC(=O)c5ccco5)[C@@H]4C(=O)C[C@@]3(C)[C@]1(C)CC2 returned NCI-H23 26, NCI-H522 11, HCT-116 13, COLO 205 -60*, NCI/ADR-RES 28, HCT-15 25, NCI-H460 18, NCI-H322M 70 and NCI-H226 23.
Screening O=C(O)c1ccc2c(c1)OCO2 returned NCI-H23 102, NCI-H522 109, HCT-116 85, COLO 205 114, NCI/ADR-RES 116, HCT-15 114, NCI-H460 110, NCI-H322M 110 and NCI-H226 90.
Screening O=C(O)c1cc(S(=O)(=O)Cl)cc(S(=O)(=O)Cl)c1 returned NCI-H23 109, NCI-H522 105, HCT-116 113, COLO 205 119, HCT-15 106, NCI-H460 117, NCI-H322M 110 and NCI-H226 105.
COc1cc(-c2cc(-c3ccc(N(C)C)cc3)nc(N3CCC(O)CC3)c2C#N)cc(OC)c1OC was read as NCI-H23 3.6*, NCI-H522 -36*, HCT-116 -39*, COLO 205 -17*, NCI/ADR-RES 15, HCT-15 -41*, NCI-H460 -28*, NCI-H322M 26 and NCI-H226 -6.9*.
`Cc1ccc(C)c(N2CCN(c3ccncc3N)CC2)c1` gave NCI-H23 62, NCI-H522 89, HCT-116 43, COLO 205 87, NCI/ADR-RES 73, HCT-15 42, NCI-H460 76, NCI-H322M 84 and NCI-H226 57.
`CN1CCN(c2ccc(-c3cc4c(Nc5ccc(F)c(Cl)c5)ncnn4c3)cc2)CC1` gave NCI-H23 96, NCI-H522 73, HCT-116 16, COLO 205 37, NCI/ADR-RES 72, HCT-15 -13*, NCI-H460 8.6*, NCI-H322M 33 and NCI-H226 89.
CCN(Cc1ccc(CN(CC)C(=O)c2c(-c3ccccc3)noc2C)cc1)C(=O)c1c(-c2ccccc2)noc1C was read as NCI-H23 71, NCI-H522 66, HCT-116 73, COLO 205 70, NCI/ADR-RES 65, HCT-15 79, NCI-H460 90, NCI-H322M 91 and NCI-H226 72.
Screening CN1CCN(c2ccc3nc(-c4cc(C(C)(C)C)c(O)c(C(C)(C)C)c4)[nH]c3c2)CC1 returned NCI-H23 93, NCI-H522 76, HCT-116 23, COLO 205 -57*, NCI/ADR-RES 87, HCT-15 -35*, NCI-H460 3.9*, NCI-H322M 81 and NCI-H226 96.
`Cc1ccc(-c2cn(C/C=C3\C=CN(S(=O)(=O)c4ccccc4)CC3)nn2)cc1` gave NCI-H23 96, NCI-H522 93, HCT-116 98, COLO 205 129, NCI/ADR-RES 100, HCT-15 96, NCI-H460 99, NCI-H322M 96 and NCI-H226 100.
For CC(C)COC(=O)/C=C/c1ccccc1 the results were NCI-H23 100, NCI-H522 91, HCT-116 111, COLO 205 117, NCI/ADR-RES 100, HCT-15 110, NCI-H460 107, NCI-H322M 101 and NCI-H226 99.
For ICI the results were NCI-H23 113, HCT-116 111, COLO 205 110, NCI/ADR-RES 109, HCT-15 101, NCI-H460 109, NCI-H322M 97 and NCI-H226 101.
Screening CCCN(CCC)c1ncnc2[nH]ncc12 returned NCI-H23 110, HCT-116 101, COLO 205 113, NCI/ADR-RES 94, HCT-15 111, NCI-H460 99, NCI-H322M 107 and NCI-H226 94.
Screening CC(C)=CCC[C@](C)(O)[C@H]1CC[C@]2(C)[C@@H]1CC[C@@H]1[C@@]3(C)Cc4cn(-c5ccccc5)nc4C(C)(C)[C@@H]3CC[C@]12C returned NCI-H23 80, NCI-H522 69, HCT-116 71, COLO 205 92, NCI/ADR-RES 97, HCT-15 87, NCI-H460 98, NCI-H322M 98 and NCI-H226 73.
Screening O=C1C=C(O)C2=C(CCCC2)C1=O returned NCI-H23 101, NCI-H522 89, HCT-116 94, COLO 205 119, NCI/ADR-RES 99, HCT-15 80, NCI-H460 102, NCI-H322M 83 and NCI-H226 94.
Screening N#Cc1c(-c2ccc(F)cc2)nc(N/N=C/c2c[nH]c3ccccc23)nc1N1CCOCC1 returned NCI-H23 92, NCI-H522 46, HCT-116 44, COLO 205 40, NCI/ADR-RES 61, HCT-15 8.4*, NCI-H460 16, NCI-H322M 66 and NCI-H226 125.
Screening COc1cc(/C=C/C(=O)c2ccc(NC(=O)CSc3nnc(-c4cc(-c5ccccc5)nc5ccccc45)n3-c3ccccc3)cc2)cc(OC)c1OC returned NCI-H23 87, NCI-H522 71, HCT-116 79, COLO 205 86, NCI/ADR-RES 87, HCT-15 66, NCI-H460 90, NCI-H322M 92 and NCI-H226 85.
For Cc1ccc(N)c2ccccc12 the results were NCI-H23 91, NCI-H522 40, HCT-116 105, COLO 205 98, NCI/ADR-RES 90, HCT-15 102, NCI-H460 107, NCI-H322M 97 and NCI-H226 87.
`C=CC(=O)Nc1cccc(Nc2nc(SC)nc(-c3cccc(N)c3)c2C#N)c1` gave NCI-H23 90, NCI-H522 87, HCT-116 96, COLO 205 116, NCI/ADR-RES 103, HCT-15 93, NCI-H460 101, NCI-H322M 95 and NCI-H226 90.
`CCOC(=O)c1nn(-c2ccc(S(N)(=O)=O)cc2)c2nc(C)cc(=O)n12` gave NCI-H23 98, NCI-H522 100, HCT-116 106, COLO 205 114, NCI/ADR-RES 103, HCT-15 108, NCI-H460 109, NCI-H322M 102 and NCI-H226 104.
For c1cnc2nc(CSc3nnc4ccccn34)oc2c1 the results were NCI-H23 102, NCI-H522 95, HCT-116 103, COLO 205 108, NCI/ADR-RES 105, HCT-15 100, NCI-H460 111, NCI-H322M 99 and NCI-H226 99.
Screening O=C1Nc2cnc(Cl)nc2Nc2ccccc21 returned NCI-H23 94, HCT-116 98, COLO 205 97, NCI/ADR-RES 100, HCT-15 104, NCI-H460 108, NCI-H322M 102 and NCI-H226 92.
For CCCCC[n+]1ccc(SCC(=O)N(C)c2ccc(Cl)cc2)c2ccccc21 the results were NCI-H23 103, NCI-H522 85, HCT-116 100, COLO 205 108, NCI/ADR-RES 109, HCT-15 101, NCI-H460 109, NCI-H322M 105 and NCI-H226 119.
COc1ccc([C@@H](C[C@H](CCO)c2ccccc2)c2ccc3ccccc3c2)cc1 was read as NCI-H23 92, NCI-H522 79, HCT-116 61, COLO 205 93, NCI/ADR-RES 83, HCT-15 86, NCI-H460 99, NCI-H322M 84 and NCI-H226 94.
`N#CC(C#N)N=Nc1ccc(C(=O)O)cc1` gave NCI-H23 98, NCI-H522 108, HCT-116 103, COLO 205 118, NCI/ADR-RES 106, HCT-15 98, NCI-H460 111, NCI-H322M 106 and NCI-H226 106.

A portion from further up, for reference:
O=C1CC(=O)Nc2cccc3cccc(c23)N1 was read as NCI-H23 90, NCI-H522 88, HCT-116 92, COLO 205 120, NCI/ADR-RES 90, HCT-15 106, NCI-H460 108 and NCI-H226 76.
For COc1cc(/C=C(\C#N)c2ccc([N+](=O)[O-])cc2)ccc1O the results were NCI-H23 94, NCI-H522 66, HCT-116 107, COLO 205 104, NCI/ADR-RES 115, HCT-15 95, NCI-H460 106, NCI-H322M 96 and NCI-H226 96.
Screening NNC(=O)CC1=NNC(=O)C1 returned NCI-H23 102, HCT-116 109, COLO 205 116, NCI/ADR-RES 105, HCT-15 105, NCI-H460 108, NCI-H322M 112 and NCI-H226 109.
For CC(C)Cc1ccc(C(=O)CCC(=O)NNc2ccc(S(N)(=O)=O)cc2)cc1 the results were NCI-H23 69, NCI-H522 61, HCT-116 73, COLO 205 112, NCI/ADR-RES 97, HCT-15 93, NCI-H460 95, NCI-H322M 102 and NCI-H226 87.
Screening COC(=O)/C(Br)=C/c1c[nH]c2ccc(Br)cc12 returned NCI-H23 99, NCI-H522 64, HCT-116 69, COLO 205 96, NCI/ADR-RES 80, HCT-15 77, NCI-H460 112, NCI-H322M 100 and NCI-H226 91.
`CCOC(=O)c1ccc(NC(=O)C(F)(F)F)cc1` gave NCI-H23 112, NCI-H522 82, HCT-116 94, COLO 205 106, NCI/ADR-RES 101, HCT-15 96 and NCI-H460 108.

Following part
`COc1ccccc1N1CCN(C2=CC(=O)C(C)=C(C)C2=O)CC1` gave NCI-H23 99, NCI-H522 88, HCT-116 106, COLO 205 112, NCI/ADR-RES 99, HCT-15 100, NCI-H460 102, NCI-H322M 112 and NCI-H226 97.
Screening OC(c1ccccc1)C1CC=CCC1 (stereo not given) returned NCI-H23 92, NCI-H522 84, HCT-116 106, COLO 205 101, NCI/ADR-RES 93, HCT-15 108, NCI-H460 106, NCI-H322M 91 and NCI-H226 106.
S=C(Nc1ccccc1)Nc1ccc2ccccc2c1 was read as NCI-H23 84, NCI-H522 107, HCT-116 104, COLO 205 105, NCI/ADR-RES 102, HCT-15 95, NCI-H460 102, NCI-H322M 107 and NCI-H226 94.
CC(C)(C)c1ccc(NC(=O)Nc2cc(C(F)(F)F)cc(C(F)(F)F)c2)c(-c2nn[nH]n2)c1 was read as NCI-H23 100, NCI-H522 99, HCT-116 90, COLO 205 120, NCI/ADR-RES 102, HCT-15 93, NCI-H460 107, NCI-H322M 97 and NCI-H226 100.
`O=C(Nc1ccccc1C(=O)O)c1ccccc1` gave NCI-H23 104, NCI-H522 114, HCT-116 108, COLO 205 112, NCI/ADR-RES 106, HCT-15 104, NCI-H460 104, NCI-H322M 104 and NCI-H226 89.
`C1CNCCN1` gave NCI-H23 103&101, NCI-H522 101&98, HCT-116 103&104, COLO 205 107&112, NCI/ADR-RES 105&102, HCT-15 104&96, NCI-H460 104&116, NCI-H322M 98 and NCI-H226 97&99.
`Cc1c([N+](=O)[O-])oc2c1C(=O)NCCC2` gave NCI-H23 101, NCI-H522 106, HCT-116 102, COLO 205 116, HCT-15 99, NCI-H460 105, NCI-H322M 109 and NCI-H226 95.
For CC1(C)C2CCC(CN)C1C2 (stereo not given) the results were NCI-H23 105, NCI-H522 90, HCT-116 107, COLO 205 112, NCI/ADR-RES 107, HCT-15 98, NCI-H460 109 and NCI-H322M 92.
For Cc1ccc2oc(=O)c(S(=O)(=O)Nc3ccccc3)c(O)c2c1 the results were NCI-H23 102, NCI-H522 95, HCT-116 101, COLO 205 109, NCI/ADR-RES 98, HCT-15 98, NCI-H460 104, NCI-H322M 100 and NCI-H226 99.
Screening O=C(/C=C/c1ccc([N+](=O)[O-])cc1)c1ccc2cccc3c2c1CC3 returned NCI-H23 104, NCI-H522 98, HCT-116 94, COLO 205 120, NCI/ADR-RES 115, HCT-15 97, NCI-H460 99, NCI-H322M 106 and NCI-H226 96.
Screening CC1(C)CC(=O)C2=C(C1)Nc1c(C#N)c(N)[nH]c(=O)c1C2c1ccc(Cl)c(Cl)c1 (stereo not given) returned NCI-H23 101, NCI-H522 98, HCT-116 90, COLO 205 93, NCI/ADR-RES 110, HCT-15 108, NCI-H460 106, NCI-H322M 99 and NCI-H226 99.

High-throughput results from PubChem BioAssay.
